Assay outcomes: PubChem, Broad Institute
esBAF inh: Bmi1 luciferase reporter increase in mESCs, primary screen, esBAF inhibitor project, mouse ES cells, Bmi1 luciferase knock-in, single point. 24 h; 100% = twice the neutral-well signal. reporter increase, % at 12.5 µM. 350,000 tested, 2% active; in the data active = activation above about 40%;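 also: 0% = median of the plate's neutral control wells and 100% = double that signal; a rise in the Bmi1 reporter signal indicates esBAF inhibition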
ERp5 block: inhibitors of ERp5-driven insulin aggregation, primary screen, biochemical, turbidity, absorbance 650 nm, single point; 90 min; 350,000 tested, 0.05% active; inhibition, % at 9.99 µM; Protein disulfide-isomerase A6 (Homo sapiens), Q15084;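 active = mean replicate inhibition above about 25%, with every replicate also reaching it, limit read from the data, passing the limit was not always enough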
Target sequence (Q15084 whole entry, looked up): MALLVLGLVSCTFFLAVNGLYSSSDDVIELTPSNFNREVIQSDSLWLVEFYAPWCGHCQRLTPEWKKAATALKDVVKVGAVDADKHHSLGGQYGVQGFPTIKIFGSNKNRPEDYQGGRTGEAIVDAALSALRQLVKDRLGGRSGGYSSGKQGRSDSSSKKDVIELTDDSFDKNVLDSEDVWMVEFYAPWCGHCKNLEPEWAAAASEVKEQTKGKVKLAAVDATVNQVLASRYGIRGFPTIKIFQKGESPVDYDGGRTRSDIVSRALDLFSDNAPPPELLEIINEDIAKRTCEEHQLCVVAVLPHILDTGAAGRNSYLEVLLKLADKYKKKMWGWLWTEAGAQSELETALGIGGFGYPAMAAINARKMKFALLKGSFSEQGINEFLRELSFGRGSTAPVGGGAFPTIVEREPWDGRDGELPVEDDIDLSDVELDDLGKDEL
Cneo AK release: Cryptococcus neoformans cell lysis inducers, primary screen, AK release luminescence, single concentration | C. neoformans lysis, adenylate kinase release luminescence, 4 h; normalised: neutral wells 0, clomiphene wells 100 | lysis activity, % at 15 µM | 360,000 tested, 0.2% active | AID 651654, 2012;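 active = mean lysis activity across replicates of at least 80%, whatever share of replicates individually reach that level; inactive = mean lysis activity below 80%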
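Test system: log-phase Cryptococcus neoformans yeast cells. Input: 5 × 10^6 yeast cells/mL. Medium: fresh YPD growth medium. Doses: single dose. Incubation: static 4 h at 37 °C with compound, 1 h detection. Measured by: luminescent adenylate kinase detection reagent. Read-out: signal increase indicating cell lysis. Benchmarks: Clomiphene.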
SIRT5 block: SIRT5 desuccinylase inhibitors, primary screen, biochemical, fluorescence imaging, single point, set 5. 330,000 tested, 1.1% active. Purified SirT5, succinyl-peptide AMC, trypsin-coupled fluorescence. inhibition, % at 15 µM. AID 652115, 2013. NAD-dependent protein deacylase sirtuin-5, mitochondrial (Homo sapiens), Q9NXA8; in the data active = inhibition above about 15%
Target sequence (Q9NXA8 whole entry, looked up): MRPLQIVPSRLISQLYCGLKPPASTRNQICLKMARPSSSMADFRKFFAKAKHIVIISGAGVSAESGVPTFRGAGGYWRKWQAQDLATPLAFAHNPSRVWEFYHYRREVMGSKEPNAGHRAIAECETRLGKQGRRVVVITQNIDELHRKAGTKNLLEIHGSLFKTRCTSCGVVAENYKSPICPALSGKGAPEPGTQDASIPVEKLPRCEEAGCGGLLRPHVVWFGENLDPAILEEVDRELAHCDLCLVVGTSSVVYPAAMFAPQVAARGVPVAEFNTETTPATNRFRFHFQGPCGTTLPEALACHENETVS
miR122 inh: miR-122 Renilla sensor signal increase in Huh7, primary screen, miR-122 inhibitor project, cell-based, single point, plate reader. activation (reporter increase), % at 12.5 µM. 340,000 tested, 0.3% active. Huh7 miR-122 Renilla luciferase sensor, 48 h; neutral wells = 0, positive control = 100;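 active = mean replicate activation score at least 90 and every replicate individually at or above 90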;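 also: higher luciferase means less miR-122 activity so hits act as miR-122 inhibitors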
ARNT-TACC3 inh: disruptors of ARNT/TACC3 protein interaction, primary screen, biochemical, AlphaScreen, single concentration | AlphaScreen His-ARNT PAS-B/GST-TACC3 binding, luminescence; TACC3 fragment carries E629A point mutation | 390,000 tested, 0.66% active | AID 623870, 2012 | inhibition, % at 9.99 µM;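 active = mean inhibition of replicates at least 50% and at least half of replicates each reaching 50%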;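 also: 0% = complete ARNT plus TACC3 wells and 100% = ARNT alone without TACC3; many hits fall short of the cut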
C2C12 statin: suppressors of statin myotoxicity in C2C12 myotubes, primary screen, cell-based, single point, plate reader. C2C12 myotubes + simvastatin, ATP luminescence, 48 h; scaled: DMSO 0, geranylgeraniol control 100. rescue of ATP level, % at 7.49 µM. 330,000 tested, 0.78% active. AID 602340, 2012;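 active = mean ATP rescue above about 67%, or every replicate alone reaching that limit, limit read from the data, passing the limit was not always enough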;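 also: myotubes were challenged with 10 µM simvastatin during compound exposure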
Active calls of the source: *; x = not tested or not shown; [ ] = remark or other dose.

Structure	esBAF inh	ERp5 block	Cneo AK release	SIRT5 block	miR122 inh	ARNT-TACC3 inh	C2C12 statin
COc1ccc(-c2csc(N(CCCN(C)C)C(=O)c3ccc(Br)cc3)n2)cc1	3	3	1	-5	-4	5	0
COc1ccc(-c2[nH]ncc2CN(C)CCN2CCOCC2)cc1F	x	-1	x	-2	x	-13	x
C[C@H](CO)N1C[C@H](C)[C@@H](CN(C)S(=O)(=O)c2cccs2)Oc2ccc(N(C)C)cc2C1=O	0	-2	0	2	26[16.7 µM]	-12	49
C[C@@H]1CN([C@H](C)CO)C(=O)c2cc(C#CC3CCCCC3)cnc2O[C@@H]1CN(C)Cc1ccncc1	x	1	-2	1	2[16.7 µM]	3	12
C[C@H]1CN([C@@H](C)CO)C(=O)c2cc(NS(=O)(=O)c3cccs3)ccc2O[C@H]1CN(C)S(=O)(=O)c1cn(C)cn1	1	1	2	0	4[16.7 µM]	3	4
COc1ccc(OC)c(NS(=O)(=O)c2ccc(-c3coc(C)n3)cc2)c1	2	x	-3	x	9	-2	-8
COC(=O)c1ccc(-c2csc(NC(=O)C3=COCCO3)n2)cc1	-11	5	0	-1	0	-12	-18
Cc1cc(N2C(=O)c3ccccc3C2=O)n(C)n1	-5	2	x	0	-1	-1	-7
C/C(=N\NC(=O)c1cc2ccccc2cc1O)c1cc2ccccc2o1	16	-2	0	9	10	0	-36
CCCC(=O)n1nc(-c2ccco2)nc1N	-9	x	x	x	-9	2	13
COc1ccc(OC)c(NC(=O)c2ccccc2N(Cc2ccccc2)S(C)(=O)=O)c1	x	-2	x	-2	x	5	x
COc1cc(N2C(=O)c3ccccc3C2=O)c(Cl)cc1C(=O)OCC(=O)NCc1ccco1	-10	x	-2	x	-2	-1	-1
Cc1cccc(OC(=O)c2sc3ncn(C)c(=O)c3c2C)c1	x	1	x	6	x	-6	x
Cc1onc(-c2ccccc2Cl)c1C(=O)NNC(=O)C1CCN(Cc2ccccc2)CC1	x	-3	x	-6	x	0	x
C[C@H]1CN([C@@H](C)CO)S(=O)(=O)c2ccc(Br)cc2O[C@@H]1CN(C)C(=O)C1CCCCC1	-4	x	x	x	30[16.7 µM]	x	11
CN1CCN(c2nc(-c3ccc(Cl)cc3)cc(=O)[nH]2)CC1	-3	2	0	3	-2	4	-6
COc1ccc(CN(C(=O)/C=C/c2ccco2)C2CCS(=O)(=O)C2)cc1 (configuration not stated)	x	0	x	2	x	-3	x
CSc1ccc(C(=O)C2CCCN(S(=O)(=O)c3c(C)noc3C)C2)cc1 (configuration not stated)	-4	1	-1	x	0	3	7
C[C@H](CO)N1C[C@H](C)[C@H](CN(C)S(=O)(=O)c2ccccc2)Oc2ccc(NC(=O)C3CCCCC3)cc2C1=O	4	3	-2	-1	5[16.7 µM]	25	-22
C[C@]12c3[nH]c4ccccc4c3CCN1C(=O)C(CC(=O)NCCc1ccccn1)C[C@@H]2C(=O)N1CCOCC1 (some centres not stated)	-3	3	1	-3	0	-5	1
COc1cccc(NC(=O)CN(c2ccccc2OC)S(=O)(=O)c2cccs2)c1	-6	2	0	-3	-3	11	27
CCN(c1ccc2c(c1)OCO2)S(=O)(=O)c1cc(Br)cc2c1N(C(C)=O)CC2	x	0	x	2	x	0	x
CC(C)CNC(=O)C1CCCN(C(=O)NCc2ccccc2)C1 (configuration not stated)	x	7	x	-1	x	-15	x
O=C(COC(=O)COc1ccc(Br)cc1)NNC(=O)c1ccccc1	-9	x	-1	11	0	-3	-5
Cc1ccc(NC(=O)CS(=O)c2ccccc2N)c(C)c1 (configuration not stated)	50*	3	-1	-10	x	-8	7
O=C(NCCS(=O)(=O)N1CCN(c2ccc(F)cc2)CC1)c1ccco1	x	-7	x	-1	x	-6	x
COc1ccc(N2CC(C(=O)N[C@@H](C)C(=O)NC3CCCCC3)CC2=O)cc1 (some centres not stated)	-3	14	2	-5	-2	x	1
CCN1C(=O)N[C@@H](c2ccccc2)[C@@H](C(=O)OC)[C@H]1C	2	-1	1	x	-8	-7	7
COc1ccccc1-n1c(C)nc2cc(C(=O)O)ccc21	-2	-5	1	-1	1	-5	-2
CCN(CC)S(=O)(=O)c1ccc(C(=O)Nc2cc(S(=O)(=O)N3CCOCC3)ccc2O)cc1	1	-10	-2	1	-8	-29	-12
Cc1onc(-c2c(F)cccc2Cl)c1C(=O)N=C(N)N1CCCC1	x	6	5	2	-6	-6	x
CCOCC(=O)Nc1nnc(COc2ccc(Cl)cc2)s1	4	x	0	x	-2	1	-3
O=C(COC(=O)c1cccc(Br)c1)NCc1ccco1	-4	-10	-4	-6	x	-12	13
Cc1cccc(N(C)C(=O)c2cc(S(=O)(=O)N3CCCCC3)c[nH]2)c1	-6	0	-1	-5	0	-4	-1
CN1CCC(N(C)C(=O)c2cc(=O)c3ccccc3o2)CC1	x	0	x	5	4	4	x
COc1ccc(CNC(=O)CN(C(=O)c2csnn2)c2ccc3c(c2)OCCO3)cc1	6	0	-1	-3	-10	-4	2
N#Cc1ccccc1OCC(=O)N1CCN(S(=O)(=O)c2ccc(Cl)cc2)CC1	2	-2	2	-2	6	-4	10
COc1ccc(/C=C/C(=O)NC(=S)NNC(=O)c2cnccn2)cc1	-52	5	x	3	-9	61*	26
CCC(=O)N1CC[C@@H]2[C@H](CO)Nc3ccc(C#Cc4ccc(OC)cc4)cc3[C@@H]21	7	5	-10	17*	12[16.7 µM]	-6	-8
Oc1ccc(Cl)cc1Nc1nc(NCC2CCCO2)c2ccccc2n1 (configuration not stated)	3	-3	-2	x	-6	-11	8

A different layout for ten compounds above.
The line under a structure holds: esBAF inh	ERp5 block	Cneo AK release	SIRT5 block	miR122 inh	ARNT-TACC3 inh	C2C12 statin
Cc1onc(-c2c(F)cccc2Cl)c1C(=O)N=C(N)N1CCCC1
  x	6	5	2	-6	-6	x
CCOCC(=O)Nc1nnc(COc2ccc(Cl)cc2)s1
  4	x	0	x	-2	1	-3
O=C(COC(=O)c1cccc(Br)c1)NCc1ccco1
  -4	-10	-4	-6	x	-12	13
Cc1cccc(N(C)C(=O)c2cc(S(=O)(=O)N3CCCCC3)c[nH]2)c1
  -6	0	-1	-5	0	-4	-1
CN1CCC(N(C)C(=O)c2cc(=O)c3ccccc3o2)CC1
  x	0	x	5	4	4	x
COc1ccc(CNC(=O)CN(C(=O)c2csnn2)c2ccc3c(c2)OCCO3)cc1
  6	0	-1	-3	-10	-4	2
N#Cc1ccccc1OCC(=O)N1CCN(S(=O)(=O)c2ccc(Cl)cc2)CC1
  2	-2	2	-2	6	-4	10
COc1ccc(/C=C/C(=O)NC(=S)NNC(=O)c2cnccn2)cc1
  -52	5	x	3	-9	61*	26
CCC(=O)N1CC[C@@H]2[C@H](CO)Nc3ccc(C#Cc4ccc(OC)cc4)cc3[C@@H]21
  7	5	-10	17*	12[16.7 µM]	-6	-8
Oc1ccc(Cl)cc1Nc1nc(NCC2CCCO2)c2ccccc2n1 (configuration not stated)
  3	-3	-2	x	-6	-11	8

Continuation:
Structure	esBAF inh	ERp5 block	Cneo AK release	SIRT5 block	miR122 inh	ARNT-TACC3 inh	C2C12 statin
O=C(CSc1nc2[nH]ncc2c(=O)[nH]1)Nc1ccc(F)cc1	1	2	2	-3	1	1	-5
Cc1nc2sc3c(=O)[nH]nnc3c2c(C)c1Br	-9	0	-1	-1	-4	25	0
O=c1c2cc(Br)ccc2nc(-c2ccccc2)n1O	8	-2	-1	0	x	18	-7
O=C(O)CSCNC(=O)C12CC3CC(CC(C3)C1)C2	1	x	3	x	-8	-10	-3
Cc1ccccc1Nc1nc(N)nc(COC(=O)CCS(=O)(=O)c2ccc(Cl)cc2)n1	-11	-1	1	-4	-6	1	3
COc1ccc(NC(=O)CCC(=O)Nc2nnc(C3CCCCC3)s2)c(OC)c1	-11	-11	0	-1	0	-13	-2
O=C(N/N=C/c1cccc([N+](=O)[O-])c1)c1ccc2nc[nH]c2c1	-2	x	1	x	-4	-22	x
Cc1ccc(S(=O)(=O)C2CCOC2=O)cc1 (configuration not stated)	x	x	0	x	2	-23	x
CCCCn1nnc(NC(=O)c2ccco2)n1	21	x	8	x	x	5	1
CNC[C@H]1OCCCC[C@@H](C)Oc2ccc(NS(=O)(=O)c3c(C)noc3C)cc2C(=O)N([C@H](C)CO)C[C@H]1C	-4	x	-22	x	11[16.7 µM]	-19	x

Continued.
| Compound | esBAF inh | ERp5 block | Cneo AK release | SIRT5 block | miR122 inh | ARNT-TACC3 inh | C2C12 statin |
| --- | --- | --- | --- | --- | --- | --- | --- |
| C[C@H](CO)N1C[C@H](C)[C@@H](CN(C)Cc2cncnc2)Oc2cc(C#C[C@@H](C)O)ccc2S1(=O)=O | 1 | x | -1 | x | 8[16.7 µM] | -3 | 17 |
| Cn1c(CC(=O)Nc2ccccc2)c(Sc2ccccc2)c2ccccc21 | -3 | x | -1 | x | -1 | x | -14 |
| Cc1ccc(NC(=O)C(=Cc2ccc(C(=O)O)cc2)C(=O)Nc2ccc(C)cc2C)c(C)c1 | 20 | x | x | x | 12 | 6 | 19 |
| COc1cc(NC(=O)Nc2cccn3nc(COCCO)nc23)cc(OC)c1OC | -11 | -3 | -2 | -3 | -3 | x | -8 |
| COc1ccccc1OCCCCn1ncc2ccc(OC)c(OC)c2c1=O | 9 | -1 | -6 | -5 | 2 | -3 | -1 |
| Cc1ccc(CN2CCN(C(=O)CCC(=O)Nc3nnc(C(C)C)s3)CC2)c(C)c1 | 2 | -2 | 0 | -1 | -5 | 28 | 1 |
| Cc1cc([N+](=O)[O-])nn1CC(=O)Nc1cnc2ccccc2c1 | x | 2 | x | -2 | x | 1 | x |
| O=C1C=C(c2cccc(CO)c2)C[C@@H](c2ccc(F)cc2)C1 | 12 | 5 | 6 | 2 | x | 4 | -4 |
| CCNC(=O)[C@@H]1[C@@H](CO)[C@@H]2Cn3c(ccc(C4=CCCCC4)c3=O)[C@@H]2N1C(=O)CC1CC1 | 0 | 1 | 55 | -8 | -1[16.7 µM] | 0 | -6 |
| COc1ccccc1NC(=O)Cn1cc(C(=O)c2ccco2)c2ccccc21 | -39 | -2 | 1 | -1 | -2 | 10 | 2 |
| CC(C)C#Cc1ccc2c(c1)O[C@H](CN(C)C(=O)c1ccccc1)[C@H](C)CN([C@@H](C)CO)S2(=O)=O | 0 | 5 | 0 | 5 | -7[16.7 µM] | -2 | 14 |
| COCCn1c(SCC(=O)Nc2ccccc2)nnc1-c1ccoc1C | -6 | -2 | 9 | 0 | 11 | -3 | 5 |
| CC(=O)CSc1nnc(-c2ccc(S(=O)(=O)N3CCCC3)cc2)n1C | -1 | 0 | 5 | 0 | -10 | -3 | -11 |
| CC(C)Oc1ccc(C(=O)Nc2ccc(N3CCN(C(=O)c4ccco4)CC3)cc2)cc1 | -3 | 4 | -1 | -4 | -5 | 14 | 7 |
